Source: PubChem BioAssay
KCNK9 inh = KCNK9 potassium channel inhibitors, primary screen, HEK293 cells, thallium flux | Potassium channel subfamily K member 9 (Homo sapiens), Q9NPC2 | FluxOR thallium flux fluorescence; hits give low values | B-score at 10 µM | 1.2% of 310,000 active | AID 488922, 2010;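 active means ratio B-score over 3 SD below the library mean, with starting fluorescence within 5 SD of its mean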;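 further: negative B-score means less thallium flux so channel inhibition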
KCNQ1 block = inhibitors of human KCNQ1 channel, primary screen, cell-based, thallium flux, high-throughput | Potassium voltage-gated channel subfamily KQT member 1 (Homo sapiens), P51787 | CHO-K1 KCNQ1, FluxOR thallium flux fluorescence; hits give high values | B-score at 10 µM | 1.3% of 310,000 active;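 active means compounds whose thallium flux B-score, printed positive for inhibition, exceeds three library SD while starting fluorescence stays within three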;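 further: channel opened by potassium depolarization with thallium stimulus after 20 min compound exposure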
KCNK3 inh = human KCNK3 channel inhibitors, primary screen, CHO cells, FluxOR thallium flux, B-score. Potassium channel subfamily K member 3 (Homo sapiens), O14649. 0.84% of 340,000 active. FluxOR fluorescence; hits give low values. AID 602410, 2012. B-score at 10 µM;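 active means B-score under library mean minus 4 SD, starting fluorescence ratio at most library mean plus 5 SD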;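 further: more negative B-score means stronger inhibition of thallium flux through KCNK3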
TRPC4 potent = positive allosteric modulators of TRPC4, primary screen, cell-based, mouse TRPC4beta, HEK293 mu-opioid, Fluo-4 calcium; Short transient receptor potential channel 4 (Mus musculus), Q9QUQ5; DAMGO EC20, Fluo-4 Ca2+ flux; hits give high values; B-score at 10 µM; 0.42% of 310,000 active;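 active means B-score of calcium response area above 5 SD of library B-scores, with initial fluorescence ratio within 5 SD of library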;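 further: B-score of integrated fluorescence ratio over time as area under calcium response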
Dyrk1A ADPGlo = rat Dyrk1A kinase inhibitors, primary screen, biochemical, single point, plate reader; inhibition, % at 12.5 µM; Dual specificity tyrosine-phosphorylation-regulated kinase 1A (Rattus norvegicus), Q63470; ADP-Glo luminescence, NFATc1 peptide; 0.43% of 310,000 active; in the data active means inhibition above about 50%;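 further: plate controls were vehicle with enzyme for no effect and no enzyme for full effect; many of its hits are not listed in these tables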
HDAC3 inh = HDAC3 deacetylase inhibitors, primary screen, biochemical, fluorescence, cell-free homogeneous; Histone deacetylase 3 (Homo sapiens), O15379; recombinant HDAC3, fluorogenic peptide/trypsin coupled; inhibition, % at 8.3 µM; 0.15% of 320,000 active; AID 2718, 2010; in the data active means inhibition above about 26%, passing the limit was not always enough
hERG rescue = hERG rescue from dofetilide block, primary screen, cell-based, CHO-hERG, FluxOR thallium flux, dofetilide IC70; Voltage-gated inwardly rectifying potassium channel KCNH2 (Homo sapiens), Q12809; dofetilide IC70 present; activation (rescue from dofetilide block), less the hit threshold, % at 10 µM; 0.51% of 310,000 active; AID 1511, 2009;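 active means activation above the mean of controls blocked by dofetilide plus 5 SD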;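 further: thallium influx through hERG after potassium depolarization seen as dye fluorescence rise; in these data hits start at about 4.7%; inactives centre near -7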
Target sequence (Q12809 whole entry, looked up): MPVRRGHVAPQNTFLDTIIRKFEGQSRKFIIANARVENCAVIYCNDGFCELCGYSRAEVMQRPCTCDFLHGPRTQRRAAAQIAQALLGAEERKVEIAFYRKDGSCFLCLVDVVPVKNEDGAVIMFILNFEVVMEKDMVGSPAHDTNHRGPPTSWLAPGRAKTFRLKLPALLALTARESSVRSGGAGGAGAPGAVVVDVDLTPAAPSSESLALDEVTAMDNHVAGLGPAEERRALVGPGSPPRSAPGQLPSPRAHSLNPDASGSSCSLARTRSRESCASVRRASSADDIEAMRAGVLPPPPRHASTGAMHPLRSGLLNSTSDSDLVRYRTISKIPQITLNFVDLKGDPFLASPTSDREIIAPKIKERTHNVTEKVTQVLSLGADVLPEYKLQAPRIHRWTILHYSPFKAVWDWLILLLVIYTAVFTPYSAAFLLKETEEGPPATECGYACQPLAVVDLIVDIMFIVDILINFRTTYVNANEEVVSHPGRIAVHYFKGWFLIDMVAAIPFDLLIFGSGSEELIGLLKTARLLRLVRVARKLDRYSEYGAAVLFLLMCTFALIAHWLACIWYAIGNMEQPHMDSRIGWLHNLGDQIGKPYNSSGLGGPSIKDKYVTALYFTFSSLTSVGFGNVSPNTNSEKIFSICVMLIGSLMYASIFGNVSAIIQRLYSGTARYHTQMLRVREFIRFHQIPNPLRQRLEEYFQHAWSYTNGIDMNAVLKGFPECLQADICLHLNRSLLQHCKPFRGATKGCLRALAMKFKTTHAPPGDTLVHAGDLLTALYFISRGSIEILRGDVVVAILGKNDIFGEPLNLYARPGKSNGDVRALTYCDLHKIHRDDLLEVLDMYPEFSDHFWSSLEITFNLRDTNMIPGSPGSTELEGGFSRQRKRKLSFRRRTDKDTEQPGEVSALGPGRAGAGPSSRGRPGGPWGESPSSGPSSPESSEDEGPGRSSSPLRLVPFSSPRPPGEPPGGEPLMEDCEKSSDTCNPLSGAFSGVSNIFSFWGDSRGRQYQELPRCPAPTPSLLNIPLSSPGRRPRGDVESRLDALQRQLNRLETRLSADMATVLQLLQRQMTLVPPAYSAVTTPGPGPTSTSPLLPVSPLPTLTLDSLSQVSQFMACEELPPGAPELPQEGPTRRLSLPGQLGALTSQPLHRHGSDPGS
TRPC4 act = activators of mouse TRPC4 channel, primary screen, Fluo4 calcium, HEK293 TRPC4beta/mu-opioid cells; AID 2237, 2010; B-score at 10 µM; Short transient receptor potential channel 4 (Mus musculus), Q9QUQ5; 0.49% of 310,000 active; Fluo4 calcium fluorescence; hits give high values;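 active means B-score above 5 SD of library B-scores, and initial fluorescence ratio not above library mean plus 5 SD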;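 further: positive B-score marks a calcium rise read as TRPC4 activation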
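Technique: kinetic Fluo4 calcium fluorescence; Test system: TRPC4beta and mu-opioid receptor HEK293 stable cells; Measure: B-scored integrated calcium fluorescence ratio; Benchmarks: low control buffer alone, high control maximal DAMGO; Schedule: 45 min room-temperature Fluo4 loading, 110 s read.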
KCNQ1 act = potentiators or activators of KCNQ1 channel, primary screen, cell-based, thallium flux, high-throughput; Potassium voltage-gated channel subfamily KQT member 1 (Homo sapiens), P51787; CHO-K1 KCNQ1, thallium flux FluxOR fluorescence; hits give high values; B-score at 10 µM; 0.35% of 310,000 active; AID 2648, 2010;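 active means fluorescence ratio B-score, a plate-corrected score, at least three library SD, with initial intensity B-score within 5 SD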
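System: CHO-K1 cells stably expressing KCNQ1 / Medium: assay buffer for compound exposure, DMSO matched across wells / Reagent: thallium- and potassium-containing depolarizing buffer / Compound: one concentration, matched DMSO / Incubation: 20 min compound pretreatment at room temperature / Measured by: kinetic FluxOR fluorescence, 10 s baseline plus 110 s post-stimulus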
TMEM16A act = TMEM16A chloride channel activators or potentiators, primary screen, cell-based, HTS; HEK293 TMEM16A/YFP-H148Q/I152L, iodide quench fluorescence; hits give low values; B-score at 10 µM; 0.3% of 340,000 active; AID 623877, 2012;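 active means fluorescence-ratio B-score plate-corrected deviation score at least 3 library SD below zero, with starting fluorescence score within 5 deviations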;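 further: channel opened by trigger with iodide after compound preincubation; score built on the fluorescence ratio of max minus min over baseline; more negative score means more quench and so TMEM16A activation or potentiation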
ANO1 block = TMEM16A chloride channel inhibitors, primary screen, cell-based, HTS; Anoctamin-1 (Mus musculus), Q8BHY3; HEK293 TMEM16A/YFP iodide influx fluorescence, ionomycin; normalized B-score (activity score, 25-100; higher = stronger inhibition) at 10 µM; 1.2% of 310,000 active; AID 588511, 2011;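 active means ratio plate-corrected score three or more library SD toward inhibition, starting fluorescence score within five deviations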;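 further: score derived from kinetic fluorescence span divided by baseline fluorescence per well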
The depositor's hits bear a star; i = inactive; / = not tested or not shown. An excerpt. The share of hits here may be higher or lower than overall.

item | Molecule | KCNQ1 block | TMEM16A act | KCNQ1 act | TRPC4 potent | KCNK3 inh | KCNK9 inh | Dyrk1A ADPGlo | hERG rescue | TRPC4 act | ANO1 block | HDAC3 inh
1 | O=C(COc1ccc(Br)cc1Br)NN1C(=O)c2ccccc2C1=O | i | i | i | i | i | i | / | -7 | i | i | 4
2 | CCC(=O)Nc1cccc(C(=O)Nc2nccs2)c1 | i | i | i | i | i | i | 5 | -16 | i | i | 4
3 | COc1ccc(C(CC(=O)Nc2ncccc2C)N2Cc3ccccc3C2=O)cc1 (configuration not stated) | i | i | i | i | i | i | -1 | -7 | i | i | 1
4 | CN(C)S(=O)(=O)c1cccc(NC(=O)COC(=O)/C=C/c2ccc([N+](=O)[O-])cc2)c1 | i | i | i | i | i | i | -2 | 8.1* | i | i | 11
5 | Cc1cc(S(=O)(=O)Nc2cccc(Cl)c2)c(C)s1 | i | i | i | i | i | i | 2 | -12 | i | i | 6
6 | Cc1ccc(CN2CCNC(=O)C2CC(=O)N2CCN(c3ncccn3)CC2)o1 (configuration not stated) | i | i | i | i | i | i | -2 | -13 | i | i | 3
7 | CCOc1ccc2nc(N(CCCN(C)C)C(=O)c3ccc(S(=O)(=O)N4CCc5ccccc5C4)cc3)sc2c1 | i | i | i | i | i | i | -4 | -15 | i | i | 0
8 | CC1(C)CC(=O)C(C(c2cc([N+](=O)[O-])ccc2Cl)C2C(=O)CC(C)(C)CC2=O)C(=O)C1 | i | i | i | i | i | i | / | -5 | i | i | 3
9 | CNC(=S)N1CCC(c2nc3ccccc3s2)CC1 | i | i | i | i | i | i | 2 | 0 | i | i | -1
10 | CN1CCN(c2nc3c(c(=O)n(C)c(=O)n3C)n2CCSc2nnnn2-c2ccccc2)CC1 | i | i | i | i | i | i | -6 | -7 | i | i | 3
11 | Nc1ncc(Br)cc1S(=O)(=O)NCCc1ccccc1 | i | i | i | i | i | i | -2 | -1 | i | i | 7
12 | COc1ccc(C)cc1NC(=O)c1ccc([N+](=O)[O-])cc1[N+](=O)[O-] | i | i | i | i | i | i | -6 | -12 | i | i | 0
13 | O=C(CSc1ccccc1)Nc1ccc2c(c1)OCO2 | i | i | i | i | i | i | 2 | -8 | i | i | -4
14 | CCOc1ccc(-c2cccc(NC(=O)c3ccc(Br)o3)c2)nn1 | i | i | i | i | -12* | i | 20 | -4 | i | i | 4
15 | COc1cc(-c2nc(N)n[nH]2)cc(OC)c1OC | i | i | i | i | i | i | 3 | -13 | i | i | 1
16 | COc1ccc(CCNc2ccc(C(CC(N)=O)NC(=O)c3ccc(Br)cc3)cc2[N+](=O)[O-])cc1 (configuration not stated) | i | i | i | i | i | i | -3 | -5 | i | i | 4
17 | Cc1nn(Cc2ccccc2)c(C)c1NS(=O)(=O)c1ccccc1 | i | i | i | i | i | i | -4 | -11 | i | i | -9
18 | CC1(C)CC2(CC(c3ccccc3)Oc3cc(O)ccc32)NC(=O)N1 (configuration not stated) | i | / | i | i | / | i | / | -3 | i | i | 0
19 | CC(C)CCn1nnnc1CN1CCN(C(=O)c2ccco2)CC1 | i | i | i | i | i | i | -2 | -2 | i | i | -3
20 | COc1ccc([N+](=O)[O-])cc1NC(=O)c1ccc(N(Cc2ccccc2Cl)S(C)(=O)=O)cc1 | i | i | i | i | i | i | -2 | -17 | i | i | /
21 | O=C(CCN1CCOCC1)N/N=C/c1cc([N+](=O)[O-])ccc1OC(F)F | i | i | i | i | i | i | -5 | -4 | i | i | -1
22 | O=C(CN1C(=O)C2C3C=CC(C4CC34)C2C1=O)NCc1ccco1 (configuration not stated) | i | i | i | i | i | i | 3 | -5 | i | i | 3
23 | CC(C)N(Cc1nc(-c2ccc(Cl)cc2)no1)C(=O)CCC1CCCC1 | i | i | i | i | -11* | -14* | -1 | -20 | i | i | -3
24 | COC(=O)c1ccc(-c2nc(-c3cccs3)no2)cc1 | / | i | / | / | i | / | 1 | / | / | i | 1
25 | CC1=Nn2c(nc3sc4c(c3c2=O)CCCC4)SC1 | i | i | i | i | i | i | -7 | -12 | i | i | -7
26 | CCCCCCCC(=O)N/N=C(\C)c1ccc(O)cc1O | i | i | i | i | i | i | -3 | -16 | i | i | 3
27 | CCOc1ccc(-c2nnc3ccc(SC)nn23)cc1 | i | i | i | i | i | i | 2 | -8 | i | i | -3
28 | Cc1ccc(NC(=O)N2CCCC2C(=O)NCc2cccs2)cc1 (configuration not stated) | i | i | i | i | i | i | -11 | -8 | i | i | 0
29 | CCCCn1c(N)c(N(CCOC)C(=O)C(C)N2C(=O)c3ccccc3C2=O)c(=O)[nH]c1=O (configuration not stated) | i | i | i | i | i | i | 2 | -22 | i | i | -4
30 | CCc1nc2oc3cc(OC)ccc3c(=O)c2c(=O)n1-c1ccccc1 | i | i | i | i | i | i | -5 | -13 | i | i | 0
31 | Cc1ccccc1NC(=O)c1ccc(NC(=O)C2CCCO2)cc1 (configuration not stated) | i | i | i | i | i | i | 0 | -5 | i | i | 11
32 | Cn1cccc1/C=N\NC(=O)Cc1ccc(Br)c2ccccc12 | i | i | i | i | i | i | 2 | -9 | i | i | -18
33 | Cc1cccc(C(=O)c2cn[nH]c2-c2ccccc2O)c1 | i | i | i | i | i | i | -1 | 1 | i | i | -10
34 | O=C(NCc1ccco1)c1sc(=S)n2c1[nH]c(=O)c1ccccc12 | 7* | i | i | i | i | i | 21 | -9 | 114* | 100* | 4
35 | O=C(c1cccc2ccccc12)N1CCCCC1 | i | i | i | i | i | i | -7 | -10 | i | i | 0
36 | COc1ccccc1CNC(=O)C(=O)NCCC1CCCCN1S(=O)(=O)c1ccc(C)cc1 (configuration not stated) | i | i | i | i | i | i | 0 | -6 | i | i | /
37 | c1ccc(C(c2ccccc2)c2noc(CN3CCN(C4CCCC4)CC3)n2)cc1 | i | i | i | i | i | i | -2 | -7 | i | i | -4
38 | O=C(Cn1c(=O)sc2ccccc21)NCc1ccccn1 | i | i | i | i | i | i | 13 | -8 | i | i | 1
39 | CCOC(=O)c1cnn(-c2nc(-c3ccccc3)cs2)c1C(F)(F)F | i | i | i | i | i | i | -5 | -9 | i | i | 1
40 | CCOC(=O)c1[nH]c2cc3c(cc2c1NC(=O)CN1CCN(CCO)CC1)OCO3 | i | i | i | i | i | i | -7 | -7 | i | i | -64
41 | O=C1c2ccccc2C(=O)C1c1ccccn1 | i | i | i | i | i | i | 61* | -9 | i | i | 0
42 | CCn1c(=S)sc2c(=O)n(-c3ccccc3)c(SCC(=O)NCc3ccco3)nc21 | i | i | i | i | i | i | 3 | -11 | i | i | 3
43 | CN1CC(C(=O)O)Cc2c1ccc1ccccc21 (configuration not stated) | i | i | i | i | i | i | 15 | -11 | i | i | -62
44 | CCc1noc(C)c1C(=O)Nc1cccc2ncccc12 | i | i | i | i | i | i | 10 | -10 | i | i | 10
45 | Nn1c(SCC(=O)NCCC2=CCCCC2)nnc1C(F)(F)F | i | i | i | i | i | i | -1 | -8 | i | i | 4
46 | O=C(CCn1c(=O)[nH]c2ccccc2c1=O)N1CC=C(c2ccccc2)CC1 | i | i | i | i | i | i | / | -8 | i | i | 3
47 | CCC(Sc1ccc2nnc(-c3ccc(F)cc3)n2n1)C(=O)O (configuration not stated) | i | i | i | i | i | i | 10 | -11 | i | i | /
48 | COCCNC(=S)N/N=C/c1ccc(N2CCOCC2)cc1 | i | i | i | i | i | i | 2 | -10 | i | i | -8
49 | CCS(=O)(=O)c1nnnn1-c1ccccc1S(C)(=O)=O | i | i | i | i | i | i | -1 | -7 | i | i | 2
50 | CCCCS(=O)(=O)N1CCCC(C(=O)NCC2CCCO2)C1 (configuration not stated) | i | i | i | i | i | i | -2 | -5 | 85* | i | -3
51 | O=C(c1ccc([N+](=O)[O-])cc1)N1CCN(Cc2ccccc2[N+](=O)[O-])CC1 | i | i | i | i | i | i | 2 | -12 | i | i | 6
52 | O=C(CCCCn1c(=O)[nH]c2ccsc2c1=O)NCc1cccnc1 | i | i | i | i | i | i | -6 | -11 | i | i | -4
53 | O=C(CCNS(=O)(=O)c1cccc2nonc12)NC1CCCc2ccccc21 (configuration not stated) | / | i | / | / | i | / | 4 | / | / | i | 0
54 | CCC1=C(OC(=O)N(CC)CC)N2C(=O)OC(=NCC(=O)OC)[C@]2(Cc2ccccc2)[C@H]2C1=CC[C@H]1C(=O)N(c3ccccc3)C(=O)[C@H]12 | i | i | i | i | i | i | 9 | -6 | i | i | 5
55 | CC(=O)c1ccc(OCCCC(=O)OCC(=O)Nc2ccc3[nH]c(=O)[nH]c3c2)cc1 | i | i | i | i | i | i | 0 | -2 | i | i | 10
56 | Cc1cc(=O)n2nc(N3CCCC(C(=O)NCc4cccc(Cl)c4)C3)sc2n1 (configuration not stated) | i | i | i | i | i | i | -1 | -5 | i | i | -5
57 | CC1CCN(CCCCOc2ccccc2Br)CC1 | i | i | i | i | i | i | / | -13 | i | i | -1
58 | CCCCn1c(NCc2cccs2)nc2ccccc21 | i | i | i | i | i | i | -1 | -5 | i | i | -2
59 | CCOC(=O)c1oc2ccccc2c1NC(=O)c1ccc(S(=O)(=O)N2CCCC2)cc1 | i | i | i | i | i | i | 0 | -7 | i | i | -5
60 | CC1CCN(S(=O)(=O)c2ccc3c(c2)C(=NO)c2cc(S(=O)(=O)N4CCC(C)CC4)ccc2-3)CC1 | / | i | / | / | i | / | -9 | / | / | i | -2
